# Bioassay records: PubChem, several laboratories
# K1F lysis inhibition: protection from phage-mediated lysis, alamar blue read-out – E. coli UTI89, K1F phage, bacterial capsule biogenesis inhibitors (AID 488966); E. coli UTI89 K1F phage lysis, alamar blue, 2 h; higher % means a stronger effect; inhibition, % at 100 µM, or IC50 in µM where a hit was titrated; 340,000 tested, 0.02% active;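 active means phage lysis inhibition, versus mean bacterial control, above a set limit; inconclusive means no clear call, values can overlap the other calls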;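 further: capsule biogenesis inhibitors block K1F phage lysis so surviving cells raise fluorescence; higher fluorescence means more inhibition of phage lysis; actives were called in the ten point dose series up to 300 µM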
# b-catenin transl: alters nuclear translocation of beta-catenin in HeLa cells. nuclear translocation activity, % at 5 µM. 190,000 tested, 0.3% active. immunofluorescence imaging;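 active means nuclear translocation activity above 50% at 5 µM, with a well cell count of 50 or more; inconclusive means wells under 50 cells across six images, flagged as toxic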;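 further: per-cell ratio of nuclear to cytoplasmic median beta-catenin stain intensity; plate controls were DMSO negative control for no effect and GSK-3 inhibitor IX positive control for full effect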
#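 Signal – beta-catenin immunofluorescence imaging with DAPI · Test system – human HeLa cell line · Dosing – 5 µM primary single dose, 0.1% DMSO, 0.02–20 µM confirmation series · Measure – % activation, nuclear-to-cytoplasmic median beta-catenin signal ratio per cell · Incubation – 24 h compound exposure at 37°C, 5% CO2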
# MT stabilizer: stabilizes microtubules in HeLa cells. HeLa tubulin immunostaining HCS, 24 h; share of cells brighter than vehicle mean+2SD. % tubulin-high responders, % at 10 µM. 200,000 tested, 0.83% active. AID 2205;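 active means plate Z-score above 3 for both tubulin-high and condensed-nucleus cell shares, with cell loss under 80%, at 10 µM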;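 further: anti alpha tubulin signal scored within the nucleus-defined area of each cell; some results filed as inactive read as strong as hits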
# P. falciparum M17LAP: P. falciparum M17LAP inhibitors, primary screen, biochemical, fluorogenic H-Leu-NHMec substrate, 1536-well (AID 1619); inhibition, % at 30 µM, or IC50 in µM where a hit was titrated; 220,000 tested, 0.38% active; recombinant M17LAP, H-Leu-NHMec fluorogenic kinetic assay; higher % means a stronger effect;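 active means compound inhibiting the enzyme by more than half at any dose during confirmatory dose-response retesting; inconclusive means strong single-dose inhibitors picked by rank but not retested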;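 further: plate controls were full reaction with DMSO carrier for no effect and no enzyme background for full effect; strong numbers were not always called active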
# Autophagy HCS: modulators of autophagy. MEF GFP-LC3 puncta imaging; test concentration mostly 10 µM. 190,000 tested, 0.98% active. calls only at 10 µM (by protocol);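 active means percentage of spot-positive cells more than 3 SD above its plate mean, without a fluorescence outlier flag or 80% toxicity; inconclusive means no clear call, values can overlap the other calls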;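 further: spot-positive cell cutoff set from DMSO-treated cells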
# P. falciparum M1AAP: P. falciparum M1AAP inhibitors, biochemical, fluorogenic H-Leu-NHMec substrate, 1536-well (AID 1445). 220,000 tested, 0.42% active. recombinant M1AAP, H-Leu-NHMec fluorogenic kinetic assay; higher % means a stronger effect. one-dose inhibition, % at 30 µM; IC50 in µM for titrated hits;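 active means primary inhibition above the hit cutoff, then over 50% inhibition at one or more dose response concentrations, cut at about 23% in these data, passing the limit was not always enough; inconclusive means conflicting primary data, or primary hits not chosen for dose response; inactive means low primary inhibition, or under 50% at every dose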;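 further: plate controls were DMSO full reaction for no effect and no enzyme background for full effect; strong numbers were not always called active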
# Insulin prom up: MIN6 insulin promoter up-regulation; MIN6 insulin promoter-GFP reporter, high-content imaging; stronger effect = higher value; z-score at 5 µM; 190,000 tested, 0.3% active; AID 1625;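 active means z-score above 3 at 5 µM with at least 500 cells counted in the well; inconclusive means wells under 500 cells, flagged as cytotoxic or low count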
# Dynein transport: dynein cargo transport inhibition; 3617.4 mouse cells, GR-EGFP nuclear translocation imaging; test concentration mostly 20 µM; stimulated with dexamethasone, 1 µM; stronger effect = lower value; z-score, hits read low; 220,000 tested, 0.47% active; AID 1381;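 active means plate z-score of nuclear minus cytoplasmic receptor signal below a set negative limit, without overly bright fluorescence or cell loss, cut at about -3.5 in these data, passing the limit was not always enough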;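 further: z-score of nuclear minus cytoplasmic ring GR-EGFP intensity difference per well; some compounds called inactive have numbers as strong as hits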
#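 Buffer or medium: tet-free medium with charcoal-stripped serum / Also added: dexamethasone agonist, 1.0 µM final, for 30 min / Timing: induction 48 h, compound 1 h, agonist 30 min / Measured by: high-content fluorescence imaging after fixation / Read-out: nuclear-to-cytoplasmic GR-EGFP distribution per well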
# CSM14.1 death rescue: rescue of cells from ER stress-induced death, primary screen, 384-well, CSM14.1, thapsigargin, ATP luminescence (AID 1222); 190,000 tested, under 10 active; CSM14.1 thapsigargin-induced death rescue, ATP luminescence; higher % means a stronger effect; one-dose cellular ATP content (survival), % at 20 µM; EC50 in µM for titrated hits;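 active means EC50 below 50 µM in the dose-response confirmation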;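 further: death triggered by thapsigargin at about 15 µM added after 2 h compound pretreatment; cell ATP read after overnight thapsigargin exposure of roughly 18 to 22 hours; normalized against plate controls of thapsigargin alone and 5% DMSO vehicle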
# Dynein transport cytoplasmic EGFP: recorded beside Dynein transport, whose call it bears; z-score; measured here: cytoplasmic GR-EGFP intensity; stronger effect = higher value
# Dynein transport nuclear GR-EGFP: recorded beside Dynein transport, whose call it bears; z-score; measured here: nuclear GR-EGFP intensity;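 lower value marks the stronger effect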
# Dynein transport cell count: also measured in Dynein transport; calls as there; z-score; measured here: cell count per field
# Insulin prom up cell count: further read-out of Insulin prom up, marked with its call; cell count; measured here: cytotoxicity, nuclei count;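 total cells summed across four imaged fields per well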
# b-catenin transl cell count 5 µM: further read-out of b-catenin transl, marked with its call; cell count; measured here: cell count, cytotoxicity flag
# MT stabilizer Hoechst-high %: further read-out of MT stabilizer, marked with its call; % Hoechst-high responders; measured here: nuclear condensation Hoechst responders;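 share of cells brighter than vehicle mean plus two SD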
# MT stabilizer cytotoxicity %: further read-out of MT stabilizer, marked with its call; toxicity, %; measured here: cytotoxicity by cell density;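 0% = mean cell density of plate MIN control wells and 100% = no cells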
# Autophagy HCS cell loss 18 h: recorded beside Autophagy HCS, whose call it bears; toxicity, %; measured here: cell loss, nuclei count;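 cell loss after 18 h compound exposure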
# An asterisk follows results filed as active; i = inactive; ? = inconclusive; nt = no result given; + = active, no number; [ ] = remark or other dose.
SMILES,K1F lysis inhibition,b-catenin transl,b-catenin transl cell count 5 µM,MT stabilizer,MT stabilizer Hoechst-high %,MT stabilizer cytotoxicity %,P. falciparum M17LAP,Autophagy HCS,Autophagy HCS cell loss 18 h,P. falciparum M1AAP,Insulin prom up,Insulin prom up cell count,Dynein transport,Dynein transport cytoplasmic EGFP,Dynein transport nuclear GR-EGFP,Dynein transport cell count,CSM14.1 death rescue
CCn1c(SCc2nc3ccccc3s2)nnc1-c1ccccc1,0.4%,nt,nt,1.7,1.1,6.6,2%,i,-3,-1%,-0.43,1111,-0.59,0.21,-0.12,0.91,0.4%
Fc1ccccc1Cc1noc(CN2CCN(C/C=C/c3ccccc3)CC2)n1,-0.2%,4.4,882,2.6,1.7,3.2,-1%,i,-31,-2%,nt,nt,-0.88,-0.12,-0.33,-1.2,-0.1%
CC1CC(=O)Nc2ccccc2N1C(=O)CN1CCN(c2ccccc2)CC1 (stereo unspecified),0.4%,-0.1,1062,5.9,1.9,6.4,8%,i,11,17%,-0.31,1167,-0.85,-0.24,-0.44,0.34,-0.3%
OC(COC(c1ccc(Cl)cc1)c1ccc(Cl)cc1)CN1CCCC1 (stereo unspecified),0.1%,-4.1,1210,1.0,1.4,5.4,16%,+,-16*,11%,-0.68,1212,3.6,2.8,1.9,-4.3,0.5%
CCOC(=O)Cn1c(=O)oc2cc(S(=O)(=O)NCc3cccs3)ccc21,0.0%,4.9,1125,1.8,3.0,4.9,3%,i,17,-1%,-0.53,953,0.97,-0.018,0.65,-1,-0.9%
CCN(CC)S(=O)(=O)c1ccc(/C=C/C(=O)Nc2c(C)n(C)n(-c3ccccc3)c2=O)cc1,1.2%,2.0,1097,5.6,2.4,10,1%,i,-1,6%,-1.3,1236,-0.1,-0.32,0.25,-0.33,-0.4%
COC(=O)c1c(N2C(=O)CC(Sc3ccccc3C(=O)O)C2=O)sc2c1CCCC2 (stereo unspecified),-2.2%,-1.7,1026,2.5,0.9,3.9,1%,i,27,7%,0.57,1728,-0.65,0.014,-0.19,-0.3,-1.1%
CN1Cc2ccccc2N(CC(=O)NCc2ccccc2)C1=O,0.3%,-1.8,1108,2.1,2.5,7.4,4%,i,20,5%,-0.06,1239,-0.45,-0.24,-0.16,0.21,4.6%
CCOc1cc(/C=N/O)cc(Br)c1OC,0.3%,-3.9,972,6.4,2.6,2.7,16%,i,-21,3%,-0.06,1235,-0.51,-0.12,-0.18,0.71,-1.0%
CC[n+]1c(/C=C2/C=C(C)CC(C)(C)C2)sc2ccc(OC)cc21,-0.3%,2.4,1054,1.5,1.5,2.8,12%,i,6,6%,?,nt,-1.4,0.13,-0.6,0.093,-1.3%
CCn1c(C(O)c2ccc3c(c2)OCO3)nc2ccccc21 (stereo unspecified),1.7%,nt,nt,4.0,1.8,8.8,12%,i,-6,1%,0.65,1207,-0.5,0.57,0.16,2.3,-3.2%
CC(O)CC(C(=O)NNc1ccccc1)C(=O)NNc1ccccc1 (stereo unspecified),0.9%,10,966,4.1,1.9,7.8,-4%,i,8,-1%,0.01,1471,-0.019,-0.31,0.5,0.71,1.3%
CSC1=NCCN1C(=O)c1ccc(S(=O)(=O)N2CCCCC2)cc1,-0.3%,-1.4,1184,4.1,2.2,3.1,-1%,i,16,2%,-0.64,1879,1.5,-0.19,0.81,0.1,-2.7%
CSc1ccccc1COC(=O)Nc1ccccc1C,0.5%,2.2,1097,3.1,2.6,7.6,16%,i,0,-2%,-0.4,1304,-0.77,-0.34,-0.03,0.98,-2.2%
CC(NC(=O)CN1CCN(c2ncccn2)CC1)c1ccc(F)cc1 (stereo unspecified),0.2%,-2.7,1405,2.1,2.3,6.8,7%,i,0,-1%,-0.17,1474,0.54,-0.18,0.49,-0.66,-0.6%
CCOC(=O)C1CCCN(C(=O)C(C)(C)Oc2ccc(Cl)cc2)C1 (stereo unspecified),0.0%,0.4,1067,2.9,2.2,3.6,-3%,i,-1,-1%,-0.12,1475,-0.43,-0.35,-0.74,-0.87,0.6%
CCCc1c(O)nc(SCc2ccccc2)[nH]c1=O,1.0%,0.1,1096,6.1,2.7,6.1,1%,i,-5,2%,nt,nt,0.045,-0.25,0.028,-0.39,1.7%
COc1ccc(/C=C/C(=O)NC(=S)Nc2ccc(S(=O)(=O)Nc3nccnc3OC)cc2)cc1,3.3%[50 µM],-1.0,1007,5.3,2.4,5.6,48%,i,7,21%,0.08,1185,-0.96,-0.26,-0.76,0.47,-1.2%
CC(=O)Nc1ccc(S(=O)(=O)Nc2cccc(N(C)S(C)(=O)=O)c2)cc1,0.2%,-3.5,1218,3.8,1.1,44,1%,i,-2,3%,0.53,1032,1.7,-0.2,1.4,-0.91,4.7%
CCC(C)[C@@H](C(=O)Nc1ccc(OC)c(OC)c1)N1Cc2ccccc2C1=O (stereo partly specified),i,nt,nt,1.8,3.9,4.0,13%,i,2,5%,1,869,-0.51,-0.26,-0.16,0.47,0.3%
CCOC(=O)N1CCC(Nc2c(Nc3cccc(CC)c3)c(=O)c2=O)CC1,1.7%,-1.0,847,3.1,2.0,4.6,13%,i,2,-6%,-0.25,1167,-0.57,-0.19,-0.038,-0.16,-2.2%
COc1ccc2c(C)cc(N3CCN(c4ccc(F)cc4)CC3)nc2c1,0.8%[50 µM],-2.0,1258,1.8,0.9,4.9,-4%,i,6,-6%,-2,936,-1,-0.18,-0.3,0.8,0.3%
O=C1N=C(N2CCc3ccccc3C2)S/C1=C\c1cccc(O)c1,0.1%,0.6,965,2.8,3.6,9.2,11%,i,16,1%,nt,nt,-0.75,-0.084,-0.055,-0.43,-3.8%
CN(CC(CC(=O)Nc1nncs1)c1ccccc1)S(=O)(=O)c1ccc(Br)cc1 (stereo unspecified),-1.9%,0.5,1178,4.5,1.9,0.2,5%,i,5,1%,0.81,859,0.68,-0.19,0.44,-0.38,-0.7%
O=C(NCCc1csc(-c2ccccc2)n1)c1cccs1,3.4%,-1.3,1132,2.7,4.0,8.9,-3%,i,-1,2%,0.24,1938,1.5,-0.078,1.1,-0.86,-1.9%
CCOC(=O)CN1NC2(CCCCCCC2)NC1=S,0.5%,1.4,1344,nt,nt,nt,1%,nt,nt,4%,-0.18,1047,1,-0.15,0.41,-2.3,nt
CC(C)NC(=O)CSc1nccc(-c2cccs2)n1,-0.9%,-0.8,1076,nt,nt,nt,8%,nt,nt,14%,-0.55,1427,0.29,-0.18,0.014,-0.52,nt
CCOC(=O)Cn1nc(C)c(NC(=O)COc2ccc(F)cc2F)c1C,0.0%,-2.0,1077,5.7,1.8,11,6%,i,6,5%,0.32,1420,-0.42,-0.34,-0.4,0.3,-0.5%
CCOC(=O)c1[nH]c(C)c(C(=O)N2CCN(C(=O)OCC)CC2)c1CC,0.0%,nt,nt,2.6,2.3,0.9,3%,i,5,1%,-0.91,1182,0.011,-0.22,0.28,0.62,-2.7%
COC(=O)c1cc(NS(=O)(=O)c2ccc(N3CCCCC3)c([N+](=O)[O-])c2)cc(C(=O)OC)c1,-0.5%,0.3,1384,1.4,1.7,7.4,5%,i,5,1%,0.52,1474,-0.042,-0.21,-0.15,0.29,0.1%
Cc1[nH]c2ccccc2c1/C=N/NC(=O)CNC(=O)c1cccs1,0.4%,0.3,994,nt,nt,nt,4%,nt,nt,1%,0.58,1402,0.42,-0.25,-0.0077,0.53,nt
O=C(Nc1nnc(-c2ccco2)s1)C1CCCCC1,-0.4%,-0.3,1180,4.2,3.1,8.0,2%,i,8,7%,1.6,1119,-0.04,-0.059,0.28,-0.45,-1.0%
COc1cccc(C2CC(c3ccccc3OC)n3nc(N)nc3N2)c1 (stereo unspecified),7.0%,-1.4,1222,7.5,1.9,7.9,5%,nt,nt,-12%,-1.4,951,-0.71,-0.2,-0.34,0.35,-1.1%
Cc1nn(CC(=O)NCc2cccc3ccccc23)c(=O)c2ccccc12,0.4%,-0.6,1373,5.2,2.3,0.8,7%,i,-2,3%,-0.26,1462,1.3,-0.11,0.59,-1.5,-1.3%
CCn1c(=O)cc(OCC(=O)N(C)c2ccccc2F)c2ccccc21,7.0%,nt,nt,6.2,3.2,3.1,12%,i,21,3%,-0.07,1024,-0.14,-0.24,-0.022,0.39,0.3%
CCCCCCCCOC(=O)CCn1[nH]c(=O)c2ccccc2c1=O,-1.9%,0.2,1306,1.6,1.3,4.6,-14%,i,-4,-7%,-0.81,1696,-0.34,-0.2,-0.36,-0.037,5.5%
CSc1ccc(/C=N/N2CCN(Cc3ccc(Cl)cc3)CC2)cc1,0.5%,-2.4,1098,3.1,2.4,7.5,4%,i,5,14%,-0.17,1277,0.19,-0.23,0.22,-0.2,-1.7%
